TRPC6 inh: inhibitors of mouse TRPC6 channel. B-score at 10 µM. 310,000 tested, 1.1% active. Q61143. HEK293-TRPC6, membrane potential dye, ACh-evoked depolarization; stronger effect = lower value;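 active means B-score under library mean minus 3 SD, initial fluorescence not abnormally high, positive integrated signal ratio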;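 further: B-score derived from integrated fluorescence ratio over the kinetic read; more negative B-score means stronger inhibition of depolarization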
TRPC4 potent: allosterically enhances the mouse TRPC4 cation channel; HEK293 TRPC4beta/mu-opioid, DAMGO EC20, Fluo-4 Ca2+ flux; stronger effect = higher value; B-score at 10 µM; 310,000 tested, 0.42% active; AID 2227;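 active means B-score of calcium response area above 5 SD of library B-scores, with initial fluorescence ratio within 5 SD of library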;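 further: B-score of integrated fluorescence ratio over time as area under calcium response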
TRPC4 agonist: TRPC4 (mouse) channel activation | Q9QUQ5 | HEK293 TRPC4beta/mu-opioid, Fluo4 calcium fluorescence; stronger effect = higher value | B-score at 10 µM | 310,000 tested, 0.49% active;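 active means B-score above 5 SD of library B-scores, and initial fluorescence ratio not above library mean plus 5 SD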;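 further: positive B-score marks a calcium rise read as TRPC4 activation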
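Test system: HEK293 cells stably co-expressing mouse TRPC4beta and mu-opioid receptor | Schedule: Fluo4 dye loading 45 min at room temperature, 110 s recording | Measured by: Kinetic Fluo4 calcium fluorescence, 5 s baseline at 1 Hz | Evaluation: B score of integrated ratio | Controls: Buffer (low) and maximal DAMGO (high)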
MrgX1 antagonist: antagonists of human MrgX1 receptor | Q96LB2 | MRGX1-HEK293 calcium flux, Fluo-4, BAM8-22 antagonism; stronger effect = lower value | B-score at 10 µM | 310,000 tested, 1.3% active;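 active means calcium-response B-score plate-corrected more than 3 library SD below zero, starting fluorescence within 5 deviations, no agonist response on first addition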;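 further: peak minus trough fluorescence over baseline after final BAM8-22 challenge near maximal dose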
Target sequence (Q96LB2 whole entry, looked up): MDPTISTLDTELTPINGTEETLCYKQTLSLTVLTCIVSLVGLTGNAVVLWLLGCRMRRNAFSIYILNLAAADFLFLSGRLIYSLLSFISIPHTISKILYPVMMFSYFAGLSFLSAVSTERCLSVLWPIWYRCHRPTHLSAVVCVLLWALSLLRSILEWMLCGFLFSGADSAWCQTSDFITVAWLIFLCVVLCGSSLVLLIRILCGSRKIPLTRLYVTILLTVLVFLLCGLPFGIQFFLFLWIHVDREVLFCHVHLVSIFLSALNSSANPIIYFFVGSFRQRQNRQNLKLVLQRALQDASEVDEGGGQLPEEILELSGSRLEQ
TRPC6 act: activates the mouse TRPC6 cation channel. Q61143. HEK293-TRPC6 membrane potential dye fluorescence; stronger effect = higher value. B-score at 10 µM. 310,000 tested, 0.13% active. AID 2550;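 active means B-score of the integrated fluorescence ratio above library mean plus 3 SD, and starting fluorescence ratio within library mean plus 5 SD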;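 further: higher score means more depolarization so channel activation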
TRPC4 block: TRPC4 (mouse) channel inhibition | Q9QUQ5 | HEK293 TRPC4beta/mu-opioid, DAMGO-evoked Fluo4 calcium flux; stronger effect = lower value | B-score at 10 µM | 300,000 tested, 0.39% active | AID 2247;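 active means B-score over 3 SD under the library average, no early fluorescence shift, positive overall ratio signal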
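Assay system: TRPC4beta/mu-opioid receptor HEK293 cell line; compound dosing: single concentration per test compound; detection: Fluo4 Ca2+ flux fluorescence; evaluation: per-well B score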
ANO1 block: blocks the mouse calcium-activated chloride channel TMEM16A; HEK293 TMEM16A/YFP iodide influx fluorescence, ionomycin; normalized B-score (activity score, 25-100; higher = stronger inhibition) at 10 µM; 310,000 tested, 1.2% active; AID 588511;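 active means ratio plate-corrected score three or more library SD toward inhibition, starting fluorescence score within five deviations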;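 further: score derived from kinetic fluorescence span divided by baseline fluorescence per well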
ANO1 activ: mouse TMEM16A channel activation, primary screen; Q8BHY3; HEK293 TMEM16A/YFP-H148Q/I152L, iodide quench fluorescence; stronger effect = lower value; B-score at 10 µM; 340,000 tested, 0.3% active;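 active means fluorescence-ratio B-score plate-corrected deviation score at least 3 library SD below zero, with starting fluorescence score within 5 deviations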;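 further: channel opened by trigger with iodide after compound preincubation; score built on the fluorescence ratio of max minus min over baseline; more negative score means more quench and so TMEM16A activation or potentiation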
MrgX1 ag: activates human MrgX1 receptor signaling. Q96LB2. MrgX1-HEK293 cells, Fluo-4 calcium fluorescence, agonist mode; stronger effect = higher value. B-score at 10 µM. 310,000 tested, 0.44% active. AID 588627;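 active means calcium response B-score plate-corrected fluorescence ratio at least 3 library SD, with starting fluorescence B-score inside 5 SD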
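System: HEK293 cells stably expressing human MrgX1 receptor; Dosing: test compound in the initial addition of three; Schedule: overnight plating, then 30 min 37 °C plus 30 min room-temperature dye loading; Detection: kinetic calcium dye fluorescence, Fluo-4 NW; Controls: per-plate positive and negative controls for Z′ factor.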
RGS4 inh: human RGS4 inhibition; P49798; HEK293 M3R/RGS4 inducible, Fluo-4 calcium flux; stronger effect = higher value; triggered by carbachol at its EC20; B-score at 10 µM; 310,000 tested, 0.45% active; AID 463165;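 active means B-score, a plate-corrected calcium signal, over three deviations above library mean, with baseline fluorescence within five deviations of library mean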;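 further: RGS4 expression induced by doxycycline in cells with stable M3 receptor; B-score is computed from the integrated fluorescence ratio over baseline after carbachol; higher B-score means a larger calcium signal and so more RGS4 inhibition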
Target sequence (P49798 whole entry, looked up): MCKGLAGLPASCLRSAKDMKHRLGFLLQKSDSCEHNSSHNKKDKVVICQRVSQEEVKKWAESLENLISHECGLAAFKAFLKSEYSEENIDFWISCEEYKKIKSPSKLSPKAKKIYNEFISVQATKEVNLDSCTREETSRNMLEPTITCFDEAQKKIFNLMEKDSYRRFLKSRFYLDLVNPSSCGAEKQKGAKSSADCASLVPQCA
MrgX1 allo act: allosterically activates human MrgX1 receptor signaling; Q96LB2; MrgX1-HEK293, Fluo-4 calcium flux, FDSS; stronger effect = higher value; B-score at 10 µM; 310,000 tested, 0.63% active; AID 588675;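 active means plate-corrected calcium response at least 3 library SD above typical, normal starting fluorescence, not activating the receptor alone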;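 further: compound read alongside a low EC10 to EC30 dose of BAM8-22 agonist; peak minus trough fluorescence over baseline measured at the second addition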
Starred values were filed as active, the others as inactive; i = inactive; · = no result given.

SMILES	TRPC4 block	TRPC6 act	TRPC6 inh	ANO1 block	TRPC4 potent	MrgX1 antagonist	ANO1 activ	MrgX1 ag	RGS4 inh	MrgX1 allo act	TRPC4 agonist
CC1CCN(C(=O)C2(NC(=O)Nc3cccc(F)c3)CCCCC2)CC1	i	i	i	i	i	i	i	i	i	i	i
CN(C)c1ccc(NS(=O)(=O)c2ccc(-c3csnn3)cc2)cc1	i	i	i	i	i	i	i	i	i	i	i
Cc1cccc(OCC(=O)Nc2ccc(N3CCN(C(=O)c4ccco4)CC3)cc2)c1	i	i	i	i	i	i	i	i	i	i	i
CC(/C=C1\SC(=S)N(NC(=O)c2ccccc2C)C1=O)=C\c1ccccc1	i	i	i	i	i	i	i	i	i	i	i
Cc1cccc(NS(=O)(=O)c2c(C)n[nH]c2C)c1	i	i	i	i	i	i	i	i	i	i	i
CN(c1cccc(NC(=O)c2ccc(Cl)c(S(=O)(=O)N3CCOCC3)c2)c1)S(C)(=O)=O	i	i	i	i	i	i	i	i	i	i	i
COc1ccc(NC2=CC(c3ccccc3)N(c3ccc(OC)cc3)C2=O)cc1 (stereo not given)	i	i	i	i	i	i	i	i	i	i	i
COc1ccc(N2CCN(C(=O)CCCn3nnnc3CN3CCOCC3)C(C)C2)cc1 (stereo not given)	i	i	i	i	i	i	i	i	i	i	i
CC(=C/C(=O)O)/C=C/c1ccc(Cl)o1	i	i	i	i	i	i	i	i	i	i	i
NC(=O)c1ccccc1NC(=O)CN1CCN(Cc2ccccc2)CC1	i	i	i	i	i	i	i	i	i	i	i
CCc1cc(C)cc(OCCOc2ccccc2/C=N/NC(C)=O)c1	i	i	i	i	i	i	i	i	i	i	i
Cc1cc(C)c(NC(=O)CS(=O)CC(=O)NCCCc2ccccc2)c(C)c1 (stereo not given)	i	i	i	i	i	i	i	i	i	i	i
COc1cc(NC(=O)c2ccco2)c(OC)cc1NC(=O)Nc1ccccc1Cl	i	i	i	i	i	-5.89*	i	i	i	i	i
CNC(=S)NNc1nncc2ccccc12	i	i	i	i	i	i	i	i	i	i	i
CC(C)(C)c1ccc(C(=O)Nc2ncn[nH]2)cc1	i	i	i	i	i	i	i	i	i	i	i
COc1ccc(N2CCC(CNS(=O)(=O)c3cccc(C(F)(F)F)c3)C2)cc1 (stereo not given)	i	i	i	i	i	i	i	i	i	i	i
CCOc1ccc(Cl)cc1/C=N/NC(=O)CNC(=O)c1ccccc1	i	i	i	i	i	i	i	i	i	i	i
CCOC(=O)c1sc(N)c(C(=O)OCC)c1C	i	i	i	i	i	i	i	i	i	i	i
CCOC(=O)Nc1c2ccccc2nc2ccccc12	i	i	i	i	i	i	i	i	i	i	i
CCn1c(COc2ccccc2OC)nc2ccccc21	i	i	i	i	i	i	i	i	i	i	i
COc1ccc(NC(=O)C2(c3ccc(NC(=O)c4ccc(OC)c(OC)c4)cc3)CCCC2)cc1	i	i	i	i	i	i	i	i	i	i	i
N/C(=N\NC(=O)c1ccccc1Cl)c1cc2ccccc2oc1=O	i	i	i	i	i	i	i	i	i	i	i
COc1cc(NC(=O)CNC(=O)Cn2ccc3ccccc3c2=O)cc(OC)c1OC	i	i	i	i	i	i	i	i	i	i	i
Cc1scc(C(=O)NNC(=S)NCC2CCCO2)c1C (stereo not given)	i	i	i	i	i	i	i	i	i	i	i
Cc1ccc(C)n1-c1cccc(S(=O)(=O)N2CCOCC2)c1	i	i	i	i	i	i	i	i	i	i	i
O=C(OCc1nc2ccccc2s1)c1cccs1	i	i	i	i	i	i	i	i	i	i	i
O=C(NC1CCN(C(=S)NCc2ccco2)CC1)c1cccc(F)c1	i	i	i	i	i	i	i	i	i	i	i
Cc1nc(SCc2ccc(Br)cc2)[nH]c(=O)c1C	·	·	·	i	·	i	i	i	·	i	·
CN(C)S(=O)(=O)c1cccc(NC(=O)c2ccc3c(c2)OCCO3)c1	i	i	i	i	i	i	i	i	i	i	i
CCO[C@H]1OC(C(=O)NCc2ccccc2)=C[C@@H](C(C)(C)C)[C@@H]1CCCO	i	i	i	i	i	i	i	i	i	i	i

Next records
SMILES	TRPC4 block	TRPC6 act	TRPC6 inh	ANO1 block	TRPC4 potent	MrgX1 antagonist	ANO1 activ	MrgX1 ag	RGS4 inh	MrgX1 allo act	TRPC4 agonist
O=C(c1ccco1)N1CCC(c2nc(-c3ccc(F)cc3)no2)CC1	i	i	i	i	i	i	i	i	i	i	i
Cc1ncc(CSCC(=O)Nc2cc(C(F)(F)F)ccc2Cl)c(CO)c1O	i	i	i	i	i	i	i	i	i	i	i
Fc1ccc(-n2c(Cc3ccccc3)nnc2SCc2nc(-c3cccs3)no2)cc1	i	i	i	i	i	i	i	i	i	i	i
Cc1cc(N2C(=O)CCC2=O)ccc1NC(=O)c1cccs1	i	i	i	i	i	i	i	i	i	i	i
COc1cc(C(=O)Nc2sc3c(c2C(=O)O)CCC3)cc(OC)c1OC	i	i	i	i	i	i	i	i	i	i	i
Cc1ccc(SCCC(=O)Nc2ccccc2C(=O)NC(C)C)cc1	i	i	i	i	i	i	i	i	i	i	i
C#CCOc1ccc(/C=C2/C(=O)ON=C2C)cc1Br	i	i	i	i	i	i	i	i	i	i	i
CN(C)/C=N/c1ncnc2c1cnn2-c1ccc(C(F)(F)F)cn1	i	i	i	·	i	·	i	·	i	·	i
CC(=O)N/C(=C\c1ccccc1)C(=O)OCC(=O)NC1CCCC1	i	i	i	i	i	i	i	i	i	i	i
COc1ccc(C(C(=O)NC2CCCC2)N(C(=O)c2snc(C(N)=O)c2N)C2CCCC2)cc1OC (stereo not given)	i	i	i	i	i	i	i	i	i	i	i
N#Cc1ccc(C(=O)NC23CC4CC(CC(C4)C2)C3)cc1	i	i	i	i	i	i	i	i	i	i	i
CCN(CC)C(=O)CSc1ncnc2c(-c3cccs3)nsc12	·	·	·	i	·	i	i	i	·	i	·
O=C(NC(Cc1ccccc1)C(=O)N1CCN(S(=O)(=O)c2ccccc2)CC1)c1ccccc1 (stereo not given)	i	i	i	i	i	i	i	i	i	i	i
CCOC(=O)C1=C(COC(=O)c2ccccc2[N+](=O)[O-])NC(=O)NC1C (stereo not given)	i	i	i	i	i	i	i	i	i	i	i
CCOC(=O)N1CCN(CC(O)c2ccccc2)CC1 (stereo not given)	i	i	i	i	i	i	i	i	i	i	i
C/C(Cc1ccccc1)=N\NC(=O)c1ccc(F)cc1	i	i	i	i	i	i	i	i	i	i	i
O=C(NC1CCSC1=O)c1ccc(Oc2ccc(F)cc2)nc1 (stereo not given)	i	i	i	i	i	i	i	i	i	i	i
CCOC(=O)c1cc(-c2ccc(N3CCOCC3)cc2)nn1-c1ccccc1	i	i	i	i	i	i	i	i	i	i	i
O=C(NCCCO)/C(=C\c1ccco1)NC(=O)c1ccc(Br)o1	i	i	i	i	i	i	i	i	i	i	i
COc1ccc(NC(=O)CCNS(=O)(=O)c2cccc3nsnc23)c(OC)c1	i	i	i	i	i	i	i	i	i	i	i
COc1ccc(-c2cc(-c3ccc(O)cc3)nc(N)c2C#N)cc1OC	i	i	i	i	i	i	i	i	i	i	i
Cc1ccc(S(=O)(=O)N2CCN(Cc3ccco3)CC2)c(C)c1	i	i	i	i	i	i	i	i	i	i	i
O=[N+]([O-])c1ccc(N2CCN(S(=O)(=O)c3ccc(Cl)cc3)CC2)cc1NCC1CCCO1 (stereo not given)	i	i	i	i	i	i	i	i	i	i	i
CC(C(=O)O)c1ccc2c(c1)[nH]c1ccc(Cl)cc12 (stereo not given)	i	i	i	25*	i	i	i	i	i	i	i
Cc1ccccc1Cn1c(C)nc2ccc([N+](=O)[O-])cc2c1=O	i	i	i	i	i	i	i	i	i	i	i
Cc1ccc(S(=O)(=O)N2CCCC2)cc1C(=O)NCCN1CCOCC1	i	i	i	i	i	i	i	i	i	i	i
Cc1occc1C(=O)NC1CCCCCC1	i	i	i	i	i	i	i	i	i	i	i
Cc1cc(C(=O)N/N=C/c2cccnc2)n[nH]1	i	i	i	i	i	i	i	i	i	i	i
COc1ccc(C(=O)N2CCCC(C(=O)c3ccccc3OC)C2)cc1OC (stereo not given)	i	i	i	i	i	i	i	i	i	i	i
COc1cccc(CN2C(=O)NC3(CCCCCC3)C2=O)c1	i	i	i	i	i	i	i	i	i	i	i

Following part
SMILES	TRPC4 block	TRPC6 act	TRPC6 inh	ANO1 block	TRPC4 potent	MrgX1 antagonist	ANO1 activ	MrgX1 ag	RGS4 inh	MrgX1 allo act	TRPC4 agonist
Clc1ccccc1OCCN1CCCCC1	i	i	i	i	i	i	i	i	i	i	i
O=C(CNC(=O)c1cccs1)Nc1ccncc1	i	i	i	i	i	i	i	i	i	i	i
O=C(NCCc1ccccc1)c1ccc(Cl)c(S(=O)(=O)N2CCCC2)c1	i	i	i	i	i	i	i	i	i	i	i
O=C(NC(=S)Nc1ccc(N2CCOCC2)cc1)c1cccc([N+](=O)[O-])c1	i	i	i	i	i	i	i	i	i	i	i
O=C1c2ccccc2C(=O)N1CN(C(=O)COc1ccccc1)c1ccccc1	i	i	i	i	i	i	i	i	i	i	i
Cn1cccc1Cc1nnc(SCC(=O)N2CCCCCC2)n1-c1ccc(F)cc1	i	i	i	i	i	i	i	i	i	i	i
C[n+]1cccc(C(=O)NNC(=O)C23CC4CC(CC(C4)C2)C3)c1	i	i	i	i	i	i	i	i	i	i	i
CCC(=O)c1cc(F)c(N2CCN(C(=O)c3ccco3)CC2)cc1C	i	i	i	i	i	i	i	i	i	i	i
CCN=C1SC(CC(=O)NCC)C(=O)N1CC (stereo not given)	i	i	i	i	i	i	i	i	i	i	i
Cc1ccc(S(=O)(=O)N(C)CC(=O)N(CC(C)C)C2CCS(=O)(=O)C2)cc1 (stereo not given)	i	i	i	i	i	i	i	i	i	i	i

From PubChem BioAssay
